# aSyn rescue: rescues yeast growth from alpha-synuclein toxicity; Yeast expressing alpha-synuclein, growth rescue, BacTiter-Glo, 24 h; Potency, µM (series often up to 46.1 µM), for the others: top-dose growth rescue (activation), most hits filed as activators; 370,000 compounds, 0.14% hits; AID 652106; also: % of control where 0% means no effect; nearly all actives have a fitted effect of over 65% in size
#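 Readout is rescue of growth in alpha-synuclein-expressing yeast, so inhibitors of toxicity appear as activators. Growth after 24 hr at 30 deg C in galactose medium is quantified by luminescence.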
# PTHR1 agonist: PTHR1 (human) receptor agonism; 410,000 compounds, 0.075% hits; Potency, µM (top dose mostly 115 µM), without a hit: at the highest dose activation, most hits filed as activators; AID 743266; HEK293 GP2 PTHR1 cells, GloSensor cAMP luminescence, 1 h; also: nearly all actives have a fitted effect of over 55% in size; some results filed as inactive show a strong effect at the top dose; inactives centre near -15; many of its hits are not listed in these tables
#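 HEK-293-derived GP2 cells expressing PTHR1 and a GloSensor cAMP reporter, 3,000/well, plated overnight, given luciferin plus IBMX (each 0.5 mM as added) for 1 h at 37 °C, then compound for 1 h at 37 °C. Luminescence was read after 15 min at room temperature.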
# EPAC1 antagonist: EPAC1 (human) antagonism; EPAC1 GEF assay, Rap1b-BODIPY-GDP exchange fluorescence; Potency, µM (doses to about 115 µM), inactives show at the highest dose activity change, negative = inhibition, usual class: inhibitors; AID 720709; O95398; 360,000 compounds, 0.14% hits;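 also: plate controls were vehicle for no effect and positive control for full effect; nearly all actives have a fitted effect of over 50% in size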
# Target sequence (O95398 whole entry, looked up): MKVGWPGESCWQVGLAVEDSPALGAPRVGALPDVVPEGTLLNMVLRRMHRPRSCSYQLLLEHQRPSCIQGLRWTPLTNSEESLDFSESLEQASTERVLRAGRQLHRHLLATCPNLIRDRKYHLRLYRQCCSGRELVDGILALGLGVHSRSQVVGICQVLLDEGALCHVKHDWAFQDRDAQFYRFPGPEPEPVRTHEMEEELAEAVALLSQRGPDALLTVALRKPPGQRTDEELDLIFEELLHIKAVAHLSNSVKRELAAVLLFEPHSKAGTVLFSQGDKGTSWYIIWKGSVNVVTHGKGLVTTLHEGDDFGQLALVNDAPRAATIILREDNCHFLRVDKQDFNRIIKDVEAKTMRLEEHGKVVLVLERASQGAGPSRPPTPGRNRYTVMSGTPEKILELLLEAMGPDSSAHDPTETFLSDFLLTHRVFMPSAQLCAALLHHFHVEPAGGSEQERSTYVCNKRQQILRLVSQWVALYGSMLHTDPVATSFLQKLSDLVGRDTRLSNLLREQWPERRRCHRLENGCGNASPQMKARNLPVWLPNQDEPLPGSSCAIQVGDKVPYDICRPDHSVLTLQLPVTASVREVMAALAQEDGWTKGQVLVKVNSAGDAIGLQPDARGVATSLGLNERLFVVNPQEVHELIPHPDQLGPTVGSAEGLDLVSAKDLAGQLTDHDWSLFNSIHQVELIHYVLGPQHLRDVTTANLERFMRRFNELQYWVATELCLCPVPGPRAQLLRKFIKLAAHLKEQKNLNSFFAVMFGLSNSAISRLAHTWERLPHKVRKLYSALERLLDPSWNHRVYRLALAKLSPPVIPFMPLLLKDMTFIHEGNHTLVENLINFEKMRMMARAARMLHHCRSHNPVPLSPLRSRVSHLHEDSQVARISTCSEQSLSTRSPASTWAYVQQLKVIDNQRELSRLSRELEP
# EPAC2 agonist: EPAC2 (human) agonism; AID 720711; 360,000 compounds, 0.079% hits; Q8WZA2; EPAC2 activation, biochemical qHTS; response scale: 100% = 6.5 mM cAMP response; Potency, µM (highest dose often 154 µM), without a hit: at the highest dose activation, actives largely listed as activators; also: nearly all actives have a fitted effect of over 50% in size
#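 Readout is BODIPY fluorescence (480 nm excitation, 540 nm emission), which falls as labeled GDP is exchanged off Rap1B. EPAC2 at 100 nM acted on 250 nM RAP1B-BODIPY-GDP with 50 uM GDP present.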
# EPAC1 ag: agonists of human EPAC1; EPAC1 agonist qHTS, biochemical assay; response scale: 100% = response to 6.5 mM cAMP; Potency, µM (doses to about 154 µM), inactives show at the highest dose activation, hits mostly activators; 360,000 compounds, 0.073% hits; also: nearly all actives have a fitted effect of over 60% in size
#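 Normalized to 6.5 mM cAMP, activity reflects EPAC1-catalysed release of BODIPY-GDP from Rap1B, followed kinetically over 30 min at 480 nm excitation, 540 nm emission. Reaction contained 100 nM EPAC1, 250 nM Rap1B-BODIPY-GDP, 50 uM GDP.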
# TDP43 rescue: inhibitors of TDP-43 toxicity in yeast; TDP-43 expressing yeast growth rescue, BacTiter-Glo, 24 h; Potency, µM (titrated, usually from 46.1 µM), inactives show at the top dose growth rescue (activation), actives largely listed as activators; 410,000 compounds, 1.8% hits; also: % of control where 0% means no effect; nearly all actives have a fitted effect of over 50% in size
#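 Readout is BacTiter-Glo luminescence of cell growth, so inhibitors register as activators. TDP-43-expressing yeast at OD600=0.02 in galactose medium, after raffinose pregrowth to mid-log, were incubated with compound for 24 hr at 30 deg C.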
# EPAC2 antag: EPAC2 (human) antagonism | EPAC2 GEF exchange of Rap1B-BODIPY-GDP, fluorescence | 360,000 compounds, 0.18% hits | Potency, µM (top dose mostly 114 µM), inactives show at the highest dose activity, negative = inhibition, hits mostly inhibitors | Q8WZA2; also: % is scaled to controls: 0 for no effect and ±100 for the full control effect; nearly all actives have a fitted effect of over 45% in size; many of its hits are not listed in these tables
# FUS suppressor: suppressors of FUS proteinopathy in yeast. S. cerevisiae FUS-expressing, growth rescue, OD600, 24 h. 390,000 compounds, 0.24% hits. Potency, µM (doses to about 76.6 µM), for inactives: top-dose growth rescue (activation), usual class: activators;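 also: plate controls were DMSO vehicle for no effect and reference control for full effect; nearly all actives have a fitted effect of over 55% in size; some results filed as inactive show a strong effect at the top dose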
#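 Compound concentration series was pinned onto galactose-induced FUS-expressing yeast seeded at OD 0.005. Plates sat 24hr at 30C; absorbance at 600 nm gave growth. DMSO served as background control.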
# Starred values were filed as active, the others as inactive; i = inactive; ? = inconclusive; nt = not tested or not shown; [ ] = another dose, or the depositor's remark. Calls follow the shape of the dose curve; as a rule, active = well fitted curve in the direction sought with a large enough effect; inconclusive = small, poorly fitted or top-dose-only effect, or another doubt; inactive = no such curve, though single readings can be large; an effect the other way counts as inactive or inconclusive. Potency is read from the fitted curve at half-maximal effect. Not all compounds are listed; the hit share may differ from the screen's.
# Every second line gives: aSyn rescue, PTHR1 agonist, EPAC1 antagonist, EPAC2 agonist, EPAC1 ag, TDP43 rescue, EPAC2 antag, FUS suppressor
Cc1ccc(N2C(=O)CC(N3CCN(C4CCc5ccccc5C4)CC3)C2=O)cc1 (configuration not stated)
    -1%, -25%[57.5 µM], 20%, -12%, 3%, -16%, 7%, 3%
COC(=O)CCC(=O)Nc1ccc(N=Nc2ccccc2)cc1
    0%, -50%, ?, -3%, -3%, 1%, -6%, 14%
O=C(NCc1ccccc1)c1ccc(Cl)cc1[N+](=O)[O-]
    -12%, -4%, 23%, -3%, 0%, 15%, 10%, 3%
Cc1ccc(OCC(=O)NCc2ccccn2)c(Br)c1
    -1%, -12%, 4%, 0%, -5%, -5%, 11%, 8%
CN(CC(=O)Nc1ccc(F)c(F)c1)S(=O)(=O)c1cccc2nsnc12
    -10%, i, -6%, -1%, -5%, 19%, 2%, -13%
Cc1ccc(NC(=O)CCCNC(=O)c2ccc(Cl)cc2)c(O)c1
    2%, -21%, 1%, 1%, -11%, 17%, 2%, 9%
O=c1[nH]cc(CCCc2ccccc2)c(=O)[nH]1
    0%, 0%, 7%, 1%, 1%, 2%, 0%, -10%
NNC(=O)C(Cc1c[nH]c2ccccc12)NC(=O)c1ccccc1 (configuration not stated)
    -4%, 7%, 19%, 18%, 0%, -1%, 4%, 34%
CCc1ccc(N2CC(O)(c3cccs3)[N+]3=C2SCCC3)cc1 (configuration not stated)
    -7%, -23%, -22%, 3%, 3%, 0%, -3%, 12%
CCCCc1nc2n[nH]c(N)c2c2c1CCC2
    0%, -4%, 0%, -2%, 5%, 8%, -3%, 2%
Cc1ccc(C(C(=O)NC(C)(C)C)N(Cc2ccccc2)C(=O)c2snc(C(N)=O)c2N)o1 (configuration not stated)
    -1%, -7%, 8%, -2%, -7%, 16%, -18%, -6%
CN1CCN(c2ccc(Cl)cc2NC(=O)CCN2C(=O)c3ccccc3C2=O)CC1
    8%, i, -6%, 3%, 2%, -5%, 5%, -5%
Nc1nc(N)c2c(ccc3nccc32)[nH]1
    0%, i, 6%, -2%, -18%, -4%, 6%, -17%
COc1ccc(N2CCN(C3CCCN(C(=O)c4ccoc4)C3)CC2)cc1 (configuration not stated)
    4%, -21%, 17%, 4%, 0%, -17%, 11%, 6%
CN(O)C(=O)Nc1ccc([N+](=O)[O-])cc1
    0%, i, -2%, 8%, -1%, 15%, -24%, -20%
N#Cc1c(N)nc(SCC(=O)NCc2ccc3c(c2)OCO3)c(C#N)c1-c1cccs1
    0%, -4%, 16%, 2%, -5%, -19%, 26%, 7%
COc1ccc(-c2c(C)nn3c(C)cc(C)nc23)cc1
    -6%, i, -6%, 6%, 3%, 14µM*, 4%, 1%
COc1ccc(N2C(=O)CC(NCc3cccc(F)c3)C2=O)cc1 (configuration not stated)
    -5%, i, -14%, 2%, 18%, -14%, -6%, 10%
CC1Cc2ccccc2N1C(=O)Cn1c(=O)oc2cc(S(=O)(=O)NC3CCCC3)ccc21 (configuration not stated)
    6%, -7%, -30%, 8%, -6%, 0%, -9%, ?
CC(=O)Nc1sc(NC(=O)c2ccco2)nc1-c1cccs1
    7%, -9%, -9%, 1%, -3%, -1%, 1%, 15%
C#CCOCCOCCOCCNc1nc(N2CCN(C(=O)Cn3cc(CCO)nn3)CC2)nc(N2CCN(C(=O)Cn3cc(CC(C)O)nn3)CC2)n1 (configuration not stated)
    4%, i, 12%, 6%, 4%, 9%, 9%, 0%
CCOc1ccc(NC(=O)CN(C)C(=O)c2cc(-c3cccs3)nn2-c2ccccc2)cc1OCC
    5%, i, 27%, -8%, -11%, 4%, 36%[activator], 1%
CC(O)(c1cccc(F)c1)c1nc(-c2ccc(S(C)(=O)=O)cc2)cs1 (configuration not stated)
    -18%, -83%[inhibitor], 8%, 12%, -7%, 13%, 4%, -5%
CCOc1ccc(C(=O)NC2CCN(C(=S)Nc3ccccc3C)CC2)cc1
    0%, -22%, 9%, -5%, -9%, 0%, 3%, -45%
COCCN(C(=O)COC(=O)CCCc1c[nH]c2ccccc12)c1c(N)n(Cc2ccccc2)c(=O)[nH]c1=O
    4%, -10%, -1%, 4%, -1%, 14%, 10%, 8%
Cc1cc(C)nc(NS(=O)(=O)c2ccc(-n3cccc3)cc2)n1
    -7%, 24%[57.5 µM], 0%, 4%, 0%, 8%, -2%, 32%
CN1CCN(c2ccccc2NC(=O)COc2ccc(C3CCCCC3)cc2)CC1
    3%, -1%, 13%, 12%, -10%, -1%, -3%, 41%
COc1ccc(C(=O)Nc2cnn(Cc3ccc(Cl)cc3)c2)cc1OC
    -2%, i, 11%, 5%, 7%, 6%, -1%, 12%
Cc1nc(-c2ccc(S(=O)(=O)N3CCCN(CCc4ccccc4)CC3)s2)cs1
    0%, -38%[inhibitor], 5%, 22%, 14%, -35%[inhibitor], 3%, 14%
CN(CC1COc2ccccc2O1)C(=O)c1ccc(Cl)c(S(=O)(=O)N2CCCCCC2)c1 (configuration not stated)
    1%, -10%, -11%, 3%, -4%, ?, -16%, ?

# Only aSyn rescue, for some of the entries so far:
structure	aSyn rescue
CC1Cc2ccccc2N1C(=O)Cn1c(=O)oc2cc(S(=O)(=O)NC3CCCC3)ccc21 (configuration not stated)	6%
CC(=O)Nc1sc(NC(=O)c2ccco2)nc1-c1cccs1	7%
C#CCOCCOCCOCCNc1nc(N2CCN(C(=O)Cn3cc(CCO)nn3)CC2)nc(N2CCN(C(=O)Cn3cc(CC(C)O)nn3)CC2)n1 (configuration not stated)	4%

# (more compounds)
# Every second line gives: aSyn rescue, PTHR1 agonist, EPAC1 antagonist, EPAC2 agonist, EPAC1 ag, TDP43 rescue, EPAC2 antag, FUS suppressor
CC(=O)Nc1ccc(NC(=O)CSc2nnc(NC(=O)c3ccco3)s2)cc1
    -1%, -35%[inhibitor], 1%, 1%, 8%, ?, -4%, nt
Cc1cc(C)cc(C(=O)OCC(=O)Nc2ncccn2)c1
    6%, i, -9%, 7%, -1%, 4%, -10%, -1%
CCc1c(C(=O)Nc2nnc(C3CC3)s2)csc1C
    -1%, i, 2%, 14%, 13%, 0%, -2%, 21%
COc1cc(NS(=O)(=O)c2ccc(NC(=O)NC3CCCCC3)cc2)nc(OC)n1
    -17%, i, 5%, -4%, -1%, -18%, 4%, 23%
CC(=O)c1ccc(NC(=O)C2CCN(S(=O)(=O)c3cccc4nonc34)CC2)cc1
    10%, i, 10%, 6%, 5%, -2%, 2%, -49%[inhibitor]
CC(=O)c1ccc(OCCCC(=O)NCCc2ccc(C(F)(F)F)cc2)cc1
    -11%, i, 5%, 3%, -13%, -17%, -4%, 22%
COc1ccc(NC(=O)CN2CCN(c3ccccc3)CC2)cc1
    1%, -20%, -29%, 16%, -8%, -8%, ?, -5%
O=C(COc1ccc2ccc(=O)oc2c1)NCCCN1CCCC1=O
    1%, -19%, 8%, -1%, 3%, 9%, -3%, 8%
CCn1c(SCC(N)=O)nnc1-c1ccco1
    2%, i, 8%, 6%, 12%, 8%, 3%, 22%
N#CC1=C(N)Oc2cc(N)ccc2C1c1ccc(F)cc1 (configuration not stated)
    3%, i, -25%, 3%, 5%, 1%, 1%, 35%
O=C(Cc1ccc(NC(=O)C2CCN(C(=O)CCc3ccccc3)CC2)cc1)Nc1ccc(C(=O)N2CCOCC2)cc1
    -2%, i, -12%, 8%, 2%, 13%, 9%, 25%
O=C(/C=C/c1ccc([N+](=O)[O-])cc1)NCCc1ccc(F)cc1
    0%, -17%, -5%, -2%, -7%, 10%, 12%, -15%
CCOc1ncccc1C(=O)N1CCN(c2ccc(C(F)(F)F)cn2)CC1
    6%, -24%, -21%, 5%, 1%, 11%, -4%, 15%
CC(O)(c1ccccc1)c1nc(-c2ccccc2)cs1 (configuration not stated)
    4%, -10%, 0%, 17%, -4%, 14µM*, -11%, 11%
O=C(c1ccsc1)N1CCCC(Nc2ccc(F)c(F)c2)C1 (configuration not stated)
    1%, -3%, -21%, 2%, 8%, 17%, 0%, 5%
COc1ccccc1-c1nnc2sc(COc3ccccc3)nn12
    6%, -7%[57.5 µM], 6%, -1%, -5%, 10%, 10%, 8%
CCOc1ccc(S(=O)(=O)N2CCCCC2)cc1NC(=O)C1CSC2(C)CCC(=O)N12 (configuration not stated)
    0%, i, 9%, -1%, 0%, -22%, -1%, 15%
COc1ccc(N2CCN(C(=O)C(C)(C)Oc3ccc(Cl)cc3)CC2)cc1
    2%, -31%[inhibitor], -12%, 19%, 8%, ?, ?, 27%
CCCN(C)C1CN(Cc2cn(Cc3cc(C)cc(C)c3)nn2)S(=O)(=O)C1 (configuration not stated)
    -6%, i, -4%, 7%, 0%, 12%, 5%, -4%
COCCN(C(=O)COC(=O)c1cccc2ccccc12)c1c(N)n(Cc2ccccc2)c(=O)[nH]c1=O
    -1%, -23%, 13%, -7%, 8%, 9%, 4%, nt
Cc1ccccc1NC(=O)COc1ccc2oc3c(c2c1)CCCC3
    -7%, i, nt, nt, nt, -9%, nt, 2%
CCOc1cc(S(=O)(=O)NCCc2ccccc2C)c(OCC)cc1-n1cnnn1
    1%, 13%[57.5 µM], -6%, 16%, 21%, -18%, -12%, 48%
COCCCn1c(=O)/c(=C\c2ccccc2OC(C)C)s/c1=C(/C#N)C(=O)Nc1ccc(C(=O)O)cc1
    1%, i, 19%, -5%, 112µM*, -16%, -7%, ?
O=C(Cc1nn[nH]n1)NCCC1=CCCCC1
    -5%, i, 13%, 0%, 1%, 5%, 9%, -45%
CCOc1ccc(CCNC(=O)COC(=O)COc2ccc(C(C)=O)cc2)cc1OCC
    -9%, ?, -12%, 11%, -6%, -35%[inhibitor], -5%, 26%
Oc1ccc(N2CCN(C(=S)NCc3ccccc3)CC2)cc1
    7%, -16%, 11%, -4%, 5%, -1%, -8%, 18%
O=C(Nc1cccc(S(=O)(=O)NC2=NCCC2)c1)c1cc(=O)[nH]c2ccccc12
    0%[1.84 µM], i, 0%, 6%, -7%, -4%, 6%, 18%
CC(C)(C)OC(=O)NNC1CC(=O)N(c2ccccc2F)C1=O (configuration not stated)
    2%, -4%[57.5 µM], 12%, -1%, -9%, -7%, 7%, 16%
CCOC(=O)c1cc(C#N)c(SCc2cccc3ccccc23)nc1C
    0%, -8%[57.5 µM], -7%, 6%, 6%, -5%, -2%, 6%
N#Cc1ccccc1NC(=O)CSc1n[nH]c(=O)n1C1CC1
    -4%, 0%, -8%, 1%, 0%, -35%[inhibitor], -3%, 12%
CCCCn1c(N)c(N(CCOC)C(=O)c2ccc(N3C(=O)c4ccccc4C3=O)cc2)c(=O)[nH]c1=O
    1%, -14%, -1%, 4%, 6%, ?, -6%, -4%

# Compound activity deposited in PubChem by National Center for Advancing Translational Sciences (NCATS).
